Assay outcomes as filed in PubChem.
HTT aggregate: mutant huntingtin aggregation inhibition; PC12 HttQ103-GFP aggregates, Acumen cytometry, 40 h; Potency, µM (highest dose often 46.1 µM), without a hit: at the highest dose activity change, negative = inhibition, hits mostly inhibitors; 1.1% of 220,000 active; AID 1688; further: potency means the concentration at half of the fitted maximal effect; on the % scale 0 is the no-effect control and ±100 the full control effect; nearly all actives have a fitted effect of over 60% in size
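Compounds (qHTS titration) were added to PC12 cells expressing an ecdysone-driven HTT exon 1 Q103–GFP fusion after induction with 100 nM tebufenozide. Aggregate formation was measured as GFP objects in cell lysates.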
CBFb-RUNX1 inh: CBF-beta/RUNX1 interaction disruption; AlphaScreen CBFb-His/RUNX1-biotin binding, biochemical; 230,000 tested, under 10 active; Q01196+Q13951; Potency, µM (series often up to 59.8 µM), without a hit: at the top dose activity, negative = inhibition, actives largely listed as inhibitors; further: % of control where 0% means no effect
Target sequence (Q01196 whole entry, looked up): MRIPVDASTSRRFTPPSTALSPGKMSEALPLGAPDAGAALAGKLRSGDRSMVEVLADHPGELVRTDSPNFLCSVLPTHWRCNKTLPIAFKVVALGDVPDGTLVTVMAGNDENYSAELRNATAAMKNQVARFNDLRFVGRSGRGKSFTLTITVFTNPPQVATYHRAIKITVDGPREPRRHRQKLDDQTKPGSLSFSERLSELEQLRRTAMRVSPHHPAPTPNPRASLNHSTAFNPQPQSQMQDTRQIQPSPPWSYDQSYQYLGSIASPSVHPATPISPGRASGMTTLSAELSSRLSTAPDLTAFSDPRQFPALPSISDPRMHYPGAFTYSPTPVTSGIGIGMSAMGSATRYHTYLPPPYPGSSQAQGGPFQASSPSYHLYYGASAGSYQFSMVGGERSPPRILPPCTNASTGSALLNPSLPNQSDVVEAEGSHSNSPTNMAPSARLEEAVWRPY
Target sequence (Q13951 whole entry, looked up): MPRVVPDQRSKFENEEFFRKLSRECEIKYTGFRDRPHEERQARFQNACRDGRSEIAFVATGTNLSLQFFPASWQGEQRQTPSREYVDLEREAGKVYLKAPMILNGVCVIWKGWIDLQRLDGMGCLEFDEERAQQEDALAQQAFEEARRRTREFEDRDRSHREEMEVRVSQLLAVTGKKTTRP
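AlphaScreen proximity signal reports loss of binding between His-tagged CBF-beta and biotin-labelled RUNX1, each at 30 nM. Proteins are pre-associated for 20 minutes, compounds added for 15 minutes, then beads for 90 minutes, all at ambient temperature.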
GAA glycogen: GAA glycogen-cleavage inhibition or activation; P10253; 0.38% of 300,000 active; Potency, µM (titrated, usually from 76.4 µM), without a hit: at the highest dose activity change, negative = inhibition, actives largely listed as inhibitors; recombinant GAA, glycogen substrate, Amplex Red glucose oxidase fluorescence;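 further: potency means the concentration at half of the fitted maximal effect; 0% = full enzyme reaction and -100% = no-enzyme basal signal; the screen sought inhibitors and activators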
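qHTS, 1536-well; enzyme 4 nM final; cpd up to 77 uM; substrate bovine liver glycogen 30 ug; 50 mM citrate/phosphate pH 5.0, 0.01% Tween-20; 37 C, 40 min; Amplex Red detection 45 min RT; Hill fit → AC50.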
Lamin A splicing: LMNA splicing modulation | HeLa LMNA splicing GFP/RFP minigene ratio, 48 h | Potency, µM (top dose mostly 46.1 µM), for the others: at the top dose ratio change, negative = inhibition, most hits filed as inhibitors | 0.01% of 200,000 active; active means well fitted inhibition curve with a large enough effect in the signal ratio, with a control signal flat, not every such curve was filed as active; inconclusive means small, poorly fitted or top-dose-only effect, or effect the other way, or a change in a side signal; the % refers to the signal ratio; further: potency means the concentration at half of the fitted maximal effect; on the % scale 0 is the no-effect control and ±100 the full control effect
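S3 HeLa cells stably expressing lamin A-EGFP splicing minigene plus DsRed2, 600 cells/well, 48 h compound exposure at 37C. Laser-scanning cytometry; analysed as GFP (500-530 nm)/RFP (575-640 nm) total intensity ratio; 0.5% DMSO vehicle.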
aGlu spleen mod: inhibitors or activators of human alpha-glucosidase in spleen homogenate; 0.006% of 240,000 active; Potency, µM (highest dose often 79.9 µM), for inactives: at the highest dose activity change, negative = inhibition, actives largely listed as inhibitors; P10253; AID 2112; human spleen homogenate, 4-MU-alpha-glucoside fluorescence;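 further: potency means the concentration at half of the fitted maximal effect; 0% = enzyme with vehicle and -100% = no enzyme basal signal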
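Human spleen homogenate (1 ug) incubated with compounds and 1 mM 4-methylumbelliferyl-alpha-D-glucopyranoside in pH 5.0 citrate/phosphate buffer, 37 C, 40 min. Stopped at pH 10; 4-MU fluorescence (Ex 365/Em 440 nm); AC50 by Hill fit.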
HTT ATP protect: protects HTT-Q103 PC12 cells, measured by ATP. PC12 HTT-Q103 induced, cytoprotection, ATP luminescence, 40 h. Potency, µM (titrated, usually from 56.4 µM), for inactives: cytoprotection (ATP increase), hits mostly activators. 0.14% of 230,000 active. AID 1471;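 further: potency means the concentration at half of the fitted maximal effect; % of control where 0% means no effect; nearly all actives have a fitted effect of over 45% in size; toxic huntingtin expression switched on by the ecdysone agonist tebufenozide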
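Stable PC12 Q103-GFP cells in serum-supplemented, phenol red-free DMEM; induction by tebufenozide at 100 nM final; compound dose series; cell viability quantified luminescently from ATP.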
GAA inhib: inhibitors of human lysosomal alpha-glucosidase; Potency, µM (top dose mostly 76.9 µM), without a hit: at the highest dose activity change, negative = inhibition, hits mostly inhibitors; AID 1466; 0.005% of 200,000 active; purified human GAA, 4-MU-alpha-glucoside fluorescence; P10253;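 further: potency means the concentration at half of the fitted maximal effect; plate controls were uninhibited enzyme wells for no effect and no-enzyme background for full effect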
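Fluorescence at Ex 365/Em 440 nm from 4-methylumbelliferone reported enzyme activity after 20 min at room temperature. Reactions used 4 nM enzyme and 400 uM substrate at pH 5.0; curves fitted with the Hill equation.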
* hit, by the source's call; ? = inconclusive; . = not tested or not shown; [ ] = remark or other dose. Unless noted, the call rests on the fitted dose curve; in most records, active means well fitted curve in the direction sought with a large enough effect; inconclusive means small, poorly fitted or top-dose-only effect, or another doubt; inactive means no such curve, though single readings can be large; an effect the other way counts as inactive or inconclusive.

structure | HTT aggregate | CBFb-RUNX1 inh | GAA glycogen | Lamin A splicing | aGlu spleen mod | HTT ATP protect | GAA inhib
COCCNC(=O)C(c1ccc(C)o1)N(C(=O)Cn1nnc2ccccc21)c1ccccc1 (stereo not drawn) | . | 2% | -7% | 23%[46 µM] | 6% | . | ?
CCOc1ccccc1CNC(=O)c1cc2oc3ccccc3c2n1C | ? | -11% | -6% | ? | -13% | -21% | -13%
Fc1cc(Br)ccc1NC(=S)Nc1cccnc1 | 6% | -1% | -16% | ? | -15% | . | 2%
CCCn1nc(-c2nnc(-c3ccc(C)c(C)c3)o2)c2ccccc2c1=O | 8% | 10% | 5% | -7% | 3% | -1%[10 µM] | -1%
COc1cc(NC(=O)c2cc3nc(-c4ccccc4)cc(-c4ccccc4)n3n2)cc(OC)c1OC | -4% | 5% | 11% | -1% | -2% | -20% | -5%
CCOC(=O)N1CCN(C(=O)c2cc(C)c3c(C)nn(-c4ccccc4)c3n2)CC1 | 4% | 0% | 2% | 0% | 2% | -16% | -1%
CNC(=O)Nc1ccccc1F | -8% | 6% | 8% | 7% | 2% | -5% | -6%
Cc1ccc(-n2ccc(-c3nn(-c4ccccc4)ccc3=O)n2)cc1 | ? | -7% | -6% | . | . | -35% | -5%
COC(=O)Cn1c(O)c(N=NC(=O)OC)c2ccccc21 | -15%[9.22 µM] | 1% | 4% | . | 8% | -14%[10 µM] | .
COC(=O)C1=C(C(=O)OC)C2(OC1c1cccc(F)c1)C(=O)c1ccccc1C2=O (stereo not drawn) | 7% | -4% | -13% | 2% | -1% | 3% | -3%
CS(C)(=O)=NS(=O)(=O)c1ccc(Cl)cc1 | 6% | 3% | 8% | -4% | -5% | 0%[0.074 µM] | .
O=C(CSc1ncnc2c1nnn2Cc1ccccc1)NC1CCCC1 | . | 9% | -12% | . | 2% | . | -7%
Cc1ccc(S(=O)(=O)N(C)C)cc1NC(=O)COC(=O)CCC(=O)c1cccs1 | -1% | 2% | -10% | ? | 1% | -17% | 7%
Cc1cc2oc(=O)cc(-c3ccccc3)c2c(C)c1-c1ccc(OC(F)(F)F)cc1 | . | 1% | . | . | -6% | 0% | .
Cc1cc(C)n(/N=C/c2cccc([N+](=O)[O-])c2)c(=O)c1 | -4% | 12% | 2% | 8% | 9% | -9%[10 µM] | 10%
Cc1ccnn1CC(=O)N/N=C/c1cn[nH]c1-c1ccccc1 | -11%[9.22 µM] | -1% | -2% | . | -2% | -9%[10 µM] | .
COc1ccc(OC)c2sc(NC(=O)C(C)C)nc12 | -5% | -2% | -9% | -10% | 5% | 15%[10 µM] | -2%
O=C(CC(=O)N/N=C/c1ccc(O)cc1)N/N=C/c1ccc(O)cc1 | 5%[9.22 µM] | 2% | -3% | . | -8% | 11%[10 µM] | .
O=S(=O)(Nc1cccc(-c2ccc3nncn3n2)c1)c1ccc(Cl)s1 | -27% | 9% | -1% | . | 7% | -30%[inhibitor] | -7%
N#Cc1cc([N+](=O)[O-])cnc1Nc1ccccc1 | 9% | 1% | 0% | 9% | 4% | 15%[0.074 µM] | -5%
O=C(NCC1(c2ccccc2)CCOCC1)c1cccs1 | 5% | -3% | -16% | 7%[46 µM] | 3% | 5%[10 µM] | 9%
CN1CCN(c2ncc3nc(-c4ccc(Cl)cc4)c(=O)n(Cc4ccc(F)cc4)c3n2)CC1 | . | . | . | 9% | 1% | -1% | .
CC(NC(=O)Cn1nc(C(=O)O)c2ccccc2c1=O)C12CC3CC(CC(C3)C1)C2 (stereo not drawn) | 13% | 4% | -13% | -2%[46 µM] | -20% | -13% | 6%
CCOC(=O)c1cccc(NC(=O)c2ccccc2C)c1 | 22% | 5% | -16% | . | -6% | . | -1%
COc1cc(C2NC(=O)NC(C)=C2[N+](=O)[O-])cc(OC)c1OC (stereo not drawn) | 5%[9.22 µM] | 1% | 2% | . | 3% | 10%[10 µM] | .
COc1ccc(C=O)cc1COc1ccc(Cl)cc1[N+](=O)[O-] | 18% | 4% | 3% | ? | -3% | -10% | 6%
CC(=O)c1c(C(C)=O)c(C)n(-c2ccc(C)c(NC(=O)c3ccccc3Cl)c2)c1C | -14% | -4% | 3% | 5%[0.0737 µM] | -5% | 1% | 7%
COc1cccc(Nc2nc(-c3sc(N)nc3C)cs2)c1 | -5% | -25% | ? | 12% | 3% | -7% | -9%
CCCCCCCCOC(=O)c1ccc(N)cc1 | 19% | 14% | -17% | -4% | -22% | 1%[10 µM] | 2%
O=C(Nc1ccc(Oc2nnc(-c3ccccc3)c3ccccc23)cc1)c1ccccc1 | 14% | -22% | 11% | -10% | 1% | -12%[10 µM] | -12%
O=S(Cc1ccc(Br)cc1)Cc1nnc(SCc2c(Cl)cccc2Cl)n1-c1ccccc1 (stereo not drawn) | 22µM* | -7% | -6% | ? | -5% | ? | ?
CCCCNC(=O)c1ccc(Cn2c(=S)[nH]c3c([nH]c4ccc(OC)cc43)c2=O)cc1 | -4% | -7% | -2% | ? | -7% | -23%[10 µM] | 1%
COc1ccc(C(=O)Nc2nc3ccccc3c(=O)[nH]2)cc1 | 11% | 4% | 5% | ? | -5% | -65%[inhibitor] | -9%[15.4 µM]
Brc1cccc(/C=N/Nc2nc(N3CCCCC3)nc(N3CCCCC3)n2)c1 | -3%[9.22 µM] | -1% | 5% | ? | 5% | 21%[10 µM] | 6%
COc1ccc(C2=NOC(C(=O)NCc3ccccn3)C2)cc1OC (stereo not drawn) | -13% | 0% | 1% | 3% | -2% | 5% | 1%
FC(F)(F)c1cc(C(F)(F)F)c2ccc(Oc3ccccc3)nc2n1 | 7% | 3% | 5% | 22% | -10% | 11% | -2%
Cc1ccc(NC(=O)/C(C#N)=C/c2ccc(C)s2)c(C)c1 | 12%[9.22 µM] | 1% | -4% | ? | -4% | -7% | -6%
Cc1cc(=O)oc2cc(NC(=O)CCCC(=O)O)ccc12 | 9% | 4% | 6% | 8% | 6% | -9% | 1%
CCOC(=O)CSc1nnc(CNC(=O)c2ccc(OC)cc2)n1C1CCCCC1 | -3% | -3% | 6% | 3% | -3% | -1% | -6%
COc1ccccc1NC(=S)NCCc1ccccc1 | -3% | 8% | ? | 7% | 8% | -4% | -7%

2 records picked at random from the list so far:
structure | HTT aggregate | CBFb-RUNX1 inh | GAA glycogen | Lamin A splicing | aGlu spleen mod | HTT ATP protect | GAA inhib
O=S(Cc1ccc(Br)cc1)Cc1nnc(SCc2c(Cl)cccc2Cl)n1-c1ccccc1 (stereo not drawn) | 22µM* | -7% | -6% | ? | -5% | ? | ?
CC(=O)c1c(C(C)=O)c(C)n(-c2ccc(C)c(NC(=O)c3ccccc3Cl)c2)c1C | -14% | -4% | 3% | 5%[0.0737 µM] | -5% | 1% | 7%

Further entries
structure | HTT aggregate | CBFb-RUNX1 inh | GAA glycogen | Lamin A splicing | aGlu spleen mod | HTT ATP protect | GAA inhib
Cc1ccc2nc(SCc3cn4cccnc4n3)[nH]c2c1 | 8% | 1% | 8% | ? | -1% | 3%[10 µM] | -5%
CC1CCCC(NC(=O)c2cn(C)c3ccc(S(=O)(=O)N4CCCC4)cc3c2=O)C1C (stereo not drawn) | -3% | 7% | 2% | 17% | -2% | 6% | -8%
COC(=O)C(Cc1c[nH]c2ccccc12)N1CCS(=O)(=O)CC1 (stereo not drawn) | 6%[9.22 µM] | -1% | -4% | 6%[46 µM] | 0% | -8% | -1%
O=C(OCCN=C1NS(=O)(=O)c2ccccc21)c1ccncc1 | 17% | 2% | 6% | -13% | -1% | -3% | 3%
Cc1cccc(C)c1OCCNC(=O)CCC(=O)c1ccccc1 | -3% | 12% | -3% | -9% | -6% | -4%[10 µM] | 3%
CCCCCNC(=O)c1cc(S(=O)(=O)N2CCCCC2)ccc1F | 0% | 7% | 6% | 11% | -9% | -15% | ?
NS(=O)(=O)c1ccc(CNC(=O)CCC2CCCCC2)cc1 | 9% | 6% | 6% | ? | -16% | 27% | 1%
CC(c1ccccc1)N1CCc2[nH]c(=S)[nH]c(=O)c2C1 (stereo not drawn) | -12% | 1% | 8% | . | -4% | -10% | -3%
O=C(N/N=C/c1ccc(Br)s1)c1ccco1 | 2%[9.22 µM] | 5% | 0% | . | 3% | 3%[10 µM] | .
Cc1nc2cc3sc(C)nc3cc2s1 | -21% | -1% | 2% | . | 2% | -47%[inhibitor] | -17%
Cc1ccc(OCc2ccoc2C(=O)O)cc1C | 0% | -13% | -21% | 7% | -5% | -24% | -4%
CCC(=O)c1cn(CC(=O)O)c2ccccc12 | 1%[9.22 µM] | 4% | -4% | . | 4% | 3%[10 µM] | 11%
CON(C)c1nc(OCCNC(=O)OCc2ccc(Cl)cc2C)nc(N(C)C)n1 | -4% | 4% | 2% | ? | -1% | 18%[1.9 µM] | 3%
COc1cc(CNc2ncn[nH]2)ccc1OCc1cccc(C)c1 | -9%[9.22 µM] | -8% | 0% | 24%[46 µM] | 6% | -7%[10 µM] | -15%
CN(C)/C=C1\C(=O)N(C)N=C1C(F)(F)F | 13% | 5% | -6% | -4%[46 µM] | -11% | -39% | 3%
COc1ccc(S(=O)(=O)Oc2ccc3ccccc3c2)cc1 | ? | ? | 1% | ? | -3% | -19%[10 µM] | -31%
COc1ccc(S(=O)(=O)N(CC(=O)NCc2cccnc2)Cc2ccccc2)cc1 | 18%[9.22 µM] | 4% | -2% | -3%[46 µM] | -2% | 15%[10 µM] | 11%
CC(C)(C)C1=C(C#N)C(c2cc3c(cc2Br)OCO3)C(C#N)=C(N)O1 (stereo not drawn) | -3%[9.22 µM] | 1% | -2% | 8% | -1% | -7% | ?
COC/C=C/C1=CC2=CC(=O)C(C)(OC(=O)c3cnc4ccccc4n3)C(=O)C2=CN1C1CCCCC1 (stereo not drawn) | . | 1%[13.1 µM] | . | ? | 5%[17.4 µM] | -4%[10 µM] | .
CCOC(=O)c1nc(Nc2cc(C)cc(C)c2)c2ccccc2n1 | 4%[9.22 µM] | 12% | -10% | -17%[46 µM] | 0% | -26% | 6%
CCOC(=O)c1cn(-c2nc(-c3ccc(Cl)cc3)cs2)c2c(F)c(N3CC(C)OC(C)C3)c(F)cc2c1=O (stereo not drawn) | 6% | -1% | -6% | 5% | -13% | -116%[inhibitor] | 6%
CC1(C)CC(=O)CC(C)(C)N1OC(=O)c1ccco1 | 2%[9.22 µM] | 2% | 3% | 10% | -5% | 4% | -3%
COc1ccc(OC)c(CCNC(=O)CC2Oc3ccccc3NC2=O)c1 (stereo not drawn) | 1% | -4% | 10% | 8% | 1% | -9% | -4%
